Cdc42 wt GTP – modulators (inhibitors or activators) of GTP binding to human Cdc42 wildtype; 0.2% of 190,000 active; P60953; AID 761; GST-Cdc42 beads, Bodipy-GTP binding, flow cytometry; actives lie on both sides; percent activity (GTP binding), % at 10 µM;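 active means percent activity GTP binding at least 20 points away from the 100% baseline, either down as inhibitor or up as activator; inconclusive means compound flagged as likely green fluorescent from well-wide comparison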;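 further: median bead fluorescence of bound Bodipy-FL-GTP at 100 nM; 0% = excess unlabeled GTP control and 100% = no compound control; below 100% means less GTP binding so inhibitor and above means activator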
Target sequence (P60953 whole entry, looked up): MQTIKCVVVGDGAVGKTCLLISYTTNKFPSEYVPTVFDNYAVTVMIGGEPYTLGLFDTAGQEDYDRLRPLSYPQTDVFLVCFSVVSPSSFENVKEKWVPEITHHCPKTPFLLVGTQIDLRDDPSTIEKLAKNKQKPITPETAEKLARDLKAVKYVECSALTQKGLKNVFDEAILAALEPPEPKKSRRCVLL
Mcl1-Noxa inh – disrupts binding of human Mcl-1 to Noxa peptide; 1.5% of 220,000 active; TR-FRET Mcl-1/Noxa peptide binding, 2 h; Q07820; inhibition, % at 21.7 µM;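 active means compounds that cut the protein-peptide binding signal by more than 50% relative to plate controls in a single-dose test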;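 further: His-tagged Mcl-1 with rhodamine Noxa BH3 peptide and terbium anti-His antibody; 0% = Mcl-1 plus Noxa peptide wells and 100% = peptide-only wells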
Rac1 wt modul – modulators of human Rac1 wildtype GTP binding; GST-Rac1 beads, fluorescent GTP binding, flow cytometry; actives lie on both sides; 0 = cold GTP competed, 100 = untreated; 0.27% of 190,000 active; GTP binding activity (% of control), % at 10 µM;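 active means GTP binding activity at least 20 points away from the 100% control level, either lower or higher; inconclusive means compound flagged as likely green fluorescent, judged across all proteins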
Pf gametocyte – kills late stage P. falciparum gametocytes; P. falciparum stage V gametocytes, ATP luminescence, 24 h; inhibition, % at 10.9 µM; 0.065% of 150,000 active;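 active means inhibition above the mean plus 3 SD of compounds within the control limits, set per campaign, cut at about 38% in these data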;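 further: 0% = DMSO wells and 100% = medium only without gametocytes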
ABCG2 block – blocks JC-1 efflux by human ABCG2 transporter. IgMXP3 cells, flow cytometry. inhibition, % at 6.6 µM. Q9UNQ0. AID 1325. 0.1% of 190,000 active;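 active means inhibition above 80%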;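 further: 0% = DMSO and 100% = nicardipine control wells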
Target sequence (Q9UNQ0 whole entry, looked up): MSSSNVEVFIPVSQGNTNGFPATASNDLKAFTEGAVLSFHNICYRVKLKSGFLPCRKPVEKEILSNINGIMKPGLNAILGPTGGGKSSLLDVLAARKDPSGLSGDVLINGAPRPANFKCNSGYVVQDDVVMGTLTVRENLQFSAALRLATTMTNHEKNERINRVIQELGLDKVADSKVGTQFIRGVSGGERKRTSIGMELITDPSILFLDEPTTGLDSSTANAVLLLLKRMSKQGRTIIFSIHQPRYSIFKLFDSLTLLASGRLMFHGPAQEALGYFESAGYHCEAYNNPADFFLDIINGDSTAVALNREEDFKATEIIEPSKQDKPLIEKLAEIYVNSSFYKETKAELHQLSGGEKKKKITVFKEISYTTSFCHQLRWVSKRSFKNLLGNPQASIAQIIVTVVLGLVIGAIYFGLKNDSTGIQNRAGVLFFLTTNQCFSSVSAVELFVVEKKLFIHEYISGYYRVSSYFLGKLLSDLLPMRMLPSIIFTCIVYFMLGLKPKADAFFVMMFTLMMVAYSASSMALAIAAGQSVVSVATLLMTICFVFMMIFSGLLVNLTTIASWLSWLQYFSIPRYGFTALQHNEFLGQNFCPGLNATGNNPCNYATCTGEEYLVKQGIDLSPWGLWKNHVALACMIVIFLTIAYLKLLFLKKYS
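System: two drug-resistant human cell lines, ABCG2 and ABCB1; controls: nicardipine high and DMSO low controls; times: 10 min exposure at 25 °C with rotation, no wash; detection: flow cytometry of retained JC-1 fluorescence; read-out basis: percent efflux inhibition, scaled nicardipine 100% to DMSO 0%; doses: one concentration, 6.6 µM final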
Rac1 act GTP bind – modulators of GTP binding to human Rac1 activated mutant | 0.11% of 190,000 active | percent activity (GTP binding), % at 10 µM | GST-Rac1 activated beads, fluorescent GTP binding, flow cytometry; actives lie on both sides; 100% means binding = to untreated wells;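 active means GTP binding at least 20 percentage points away from the 100% baseline, in either direction, so actives lie on both sides; inconclusive means Compound likely fluorescent itself, or too few beads counted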
Avidin fluor – compound fluoresces at 488/530 nm on avidin beads; 0.38% of 220,000 active; compound fluorescence 488/530 nm, flow cytometry; stronger effect = higher value; AID 1775; fluorescence (KMESF) at 10 µM; in the data active means fluorescence above about 47; further: inactives centre near 10
ABCB1 inh – inhibitors of human ABCB1 transporter, ABCG2 counter-screen; 0.067% of 190,000 active; inhibition, % at 6.6 µM; CCRF-Adr cells, JC-1 efflux, flow cytometry; in the data active means inhibition above about 40%;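 further: 0% = vehicle and 100% = reference inhibitor; higher value means more JC-1 retained so stronger ABCB1 efflux block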
Rab2 wt GTP – changes GTP binding to wildtype dog Rab2A, up or down | GTP binding activity, % at 10 µM | 0.19% of 190,000 active | GST-Rab2 wt beads, Bodipy-GTP binding, flow cytometry | AID 760 | P61105;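 active means GTP binding activity at least 20 points away from 100%, either lowered or raised; inconclusive means signal likely due to the compound's own green fluorescence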;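 further: 0% = beads with excess unlabeled GTP and 100% = no-compound control corrected for plate trend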
HRas wt GTP – changes GTP binding to wildtype human HRas; 0.14% of 190,000 active; GTP binding activity, % at 10 µM; AID 759; P01112; GST-Ras wt beads, Bodipy-FL-GTP binding, flow cytometry; actives lie on both sides;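 active means GTP binding activity at least 20% away from the 100% baseline, either lowered as inhibitor or raised as activator; inconclusive means flagged as likely green fluorescent, judged across all proteins in the well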;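 further: 0% = unlabeled GTP competition control and 100% = no-compound control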
Target sequence (P01112 whole entry, looked up): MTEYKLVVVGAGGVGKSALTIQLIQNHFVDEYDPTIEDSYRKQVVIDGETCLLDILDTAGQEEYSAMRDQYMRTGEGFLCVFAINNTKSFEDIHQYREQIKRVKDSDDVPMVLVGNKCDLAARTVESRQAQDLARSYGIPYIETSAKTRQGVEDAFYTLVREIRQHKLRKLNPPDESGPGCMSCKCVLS
Rab7 wt modul – dog Rab7 wildtype GTP binding, inhibitors and activators. GST-Rab7 beads, fluorescent GTP binding, flow cytometry; actives lie on both sides; untreated = 100%, excess cold GTP = 0%. GTP binding activity (percent of control), % at 10 µM. 0.055% of 190,000 active;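 active means fluorescent GTP binding to Rab7 beads changed by at least 20 points from the 100% baseline, either direction, mostly lower; inconclusive means compound itself probably fluorescent, or too few beads counted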;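 further: median green fluorescence of bound Bodipy-FL-GTP per Rab7 bead population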
Starred values were filed as active, the others as inactive; ? = inconclusive; . = no result given.

SMILES | Cdc42 wt GTP | Mcl1-Noxa inh | Rac1 wt modul | Pf gametocyte | ABCG2 block | Rac1 act GTP bind | Avidin fluor | ABCB1 inh | Rab2 wt GTP | HRas wt GTP | Rab7 wt modul
CCN(CC)C(=O)CSc1nnc(-c2cnccn2)n1-c1ccc(C)cc1 | 107 | 7 | 110 | 13 | 8 | 104 | 10 | 2.1 | 103 | 102 | 99
Cc1cc(C)c(OCCN2CC(C)OC(C)C2)c(Br)c1 (stereo unspecified) | 98 | 26 | 97 | -28 | 7 | 96 | 4 | 1.3 | 95 | 97 | 89
CCOC(=O)c1sc(NC(=O)c2cccnc2)c(C#N)c1C | 99 | 29 | 99 | . | 2 | 93 | 19 | 0.1 | 100 | 101 | 101
CCOc1ccc(C(=O)Nc2c3c(nn2-c2cccc(Cl)c2)CS(=O)C3)cc1 (stereo unspecified) | 105 | -18 | 108 | . | 18 | 101 | 5 | 1.2 | 100 | 101 | 97
CCOC(=O)c1c(P(=O)(N2CCOCC2)N2CCOCC2)noc1N | 100 | 10 | 99 | 0 | 3 | 95 | 14 | 0.9 | 98 | 98 | 95
N#CC(Sc1ccccn1)c1ccc(Cl)cc1Cl (stereo unspecified) | ? | -6 | ? | . | 1 | ? | 10 | 0.5 | ? | ? | ?
CCc1ccccc1NC(=S)N(CCN(C)C)C(C)c1ccccn1 (stereo unspecified) | 100 | -4 | 98 | 14 | 2 | 94 | 11 | 0.8 | 96 | 98 | 99
COc1ccccc1/C=C/C(=O)Nc1ccc2c(c1)OCCO2 | 100 | 27 | 103 | . | -1 | 100 | 11 | 0.1 | 99 | 99 | 100
CCOC(=O)c1ccccc1Oc1c(F)c(F)nc(NCCO)c1F | 94 | 10 | 94 | . | 4 | 96 | 5 | 0.7 | 93 | 96 | 100
COCCNC(=O)NC1(C(F)(F)F)Oc2ccc(Cl)cc2O1 (stereo unspecified) | 100 | 41 | 102 | -4 | 1 | 96 | 34 | 0.1 | 101 | 100 | 99
COc1ccc(Cl)cc1S(=O)(=O)NCc1cccs1 | 100 | 3 | 98 | -7 | 31 | 96 | 17 | -0.7 | 98 | 99 | 101
NC(=O)Cn1nc([N+](=O)[O-])nc1Oc1ccccc1C(=O)N1CCOCC1 | ? | -4 | ? | 0 | 0 | ? | 25 | -0.2 | ? | ? | ?
Cc1ccccc1N1C(=O)CSC1=C(C#N)C#N | 96 | 8 | 101 | 21 | -2 | 95 | 10 | -0.3 | 95 | 97 | 97
CCN(CC)S(=O)(=O)c1cccc(C(=O)NCC2CCCO2)c1 (stereo unspecified) | 106 | -10 | 105 | . | 3 | 100 | 6 | 0.3 | 104 | 104 | 105
CC1(NC(=O)N2CCOCC2)CCS(=O)(=O)C1 (stereo unspecified) | 99 | . | 94 | -6 | -1 | 95 | 11 | -0.1 | 99 | 97 | 97
CCOC(=O)c1c(NC(=O)CSc2nnc(-c3cccnc3)o2)sc(C)c1C | 102 | -3 | 101 | 3 | 68 | 98 | 29 | 6.6 | 99 | 100 | 95
CN(C)S(=O)(=O)c1cccc(C(=O)NCCc2ccccc2)c1 | 95 | -10 | 94 | -45 | 1 | 96 | 3 | 0.3 | 94 | 96 | 93
CCOc1ccc(CCNS(=O)(=O)c2cnc[nH]2)cc1OCC | 102 | -1 | 103 | -15 | -3 | 101 | 6 | -3.0 | 102 | 103 | 103
CCN(CC)c1cc(C)c2cc(NC(=O)c3cccs3)ccc2n1 | 85 | 18 | 81 | -7 | 0 | 90 | 9 | -0.2 | 89 | 84 | 100
Cc1cc(-c2c(C)[nH]n(-c3ccc(Cl)cc3)c2=O)n[nH]1 | 105 | -69 | 101 | -16 | 3 | 98 | 11 | 0.0 | 103 | 102 | 103
O=C(NC(=S)Nc1ccc(F)c([N+](=O)[O-])c1)c1ccccc1F | ? | 8 | ? | . | 2 | ? | 11 | 0.0 | ? | ? | ?
O=C(NCCN1CCOCC1)C1CCC(CNS(=O)(=O)c2ccc(Cl)cc2)CC1 (stereo unspecified) | 92 | . | 88 | 15 | -2 | 90 | 11 | -0.4 | 91 | 92 | 93
CSc1nsc(/C=C/Nc2ccc(Cl)cc2)c1C#N | 102 | 7 | 102 | . | 0 | 96 | 11 | 0.3 | 99 | 101 | 100
C=CCNC(=S)Nc1sc2c(c1C(=O)OCC)CC(C(C)C)OC2 (stereo unspecified) | 97 | 14 | 97 | 12 | 2 | 96 | . | 0.1 | 96 | 100 | 94
CCOC(=O)Cc1csc(NC(=O)COc2ccccc2OC)n1 | 104 | -11 | 105 | . | 6 | 101 | 8 | 0.7 | 99 | 102 | 103
O=C1CC(C(=O)Nc2ncccn2)C(c2ccccc2)O1 (stereo unspecified) | 101 | -6 | 102 | . | 0 | 100 | 11 | 0.3 | 101 | 101 | 101
COc1ccc2cc(C(=O)C3CCCN(Cc4cnc(C)s4)C3)ccc2c1 (stereo unspecified) | 99 | 5 | 98 | -1 | 2 | 97 | 3 | 1.3 | 101 | 97 | 108
O=c1[nH]c(=O)n(Cc2ccco2)c2c1C(C(F)(F)F)(C(F)(F)F)N=C(c1ccco1)N2 | 99 | 14 | 102 | -29 | 23 | 97 | 26 | 0.3 | 100 | 100 | 104
Cc1ccc(-c2noc(C3CCCN(S(=O)(=O)c4ccc5ccccc5c4)C3)n2)o1 (stereo unspecified) | 105 | 14 | 101 | . | 0 | 101 | 13 | 0.3 | 103 | 104 | 98
CN(C)/C=C(\C#N)C(=O)c1cccc(Oc2ccc(Br)cc2)c1 | 101 | 13 | 105 | . | 1 | 101 | 10 | 0.3 | 99 | 99 | 100
C=CCn1c(=O)c2ccccc2n2c(SCc3nnc(-c4ccccc4Br)o3)nnc12 | 104 | 6 | 108 | . | 19 | 102 | 32 | 2.3 | 103 | 102 | 98
CCOc1ccc2c(c1)nc(SCC(=O)c1cccs1)n2C | 100 | 11 | 98 | -11 | 3 | 95 | 4 | 0.2 | 94 | 98 | 97
O=C(NC(=S)Nc1ccc(S(=O)(=O)Nc2nccs2)cc1)c1ccccc1 | 96 | 13 | 95 | . | -1 | 94 | 9 | -0.5 | 94 | 94 | 96
CCc1cccc2c(-c3csc(=NC)n3C)c[nH]c12 | 96 | 9 | 93 | -3 | 2 | 93 | 20 | 0.0 | 94 | 94 | 97
COc1cc2c(=O)n(Cc3ccco3)c(=O)n(CC(=O)c3cccc(Br)c3)c2cc1OC | 95 | . | 93 | . | 1 | 94 | 6 | 1.1 | 95 | 93 | 94
CCN(CC)S(=O)(=O)c1ccc2c(c1)nc(SCc1nc3ccsc3c(=O)[nH]1)n2CC | 97 | -19 | 97 | -15 | 0 | 98 | 5 | 0.3 | 97 | 98 | 96
COC(=O)COc1ccc2occ(C(C)=O)c2c1 | 101 | -6 | 96 | . | 3 | 96 | 21 | 0.5 | 100 | 100 | 97
COc1ccc(CC(=O)OCC(=O)NCc2ccccc2Cl)cc1OC | 97 | -6 | 102 | 9 | 3 | 97 | 22 | 0.7 | 97 | 95 | 96
CN1/C(=C\C(=O)CN2C(=O)NC3(CCCCCC3)C2=O)C(C)(C)c2ccccc21 | 95 | 2 | 102 | . | -1 | 95 | 7 | -1.9 | 98 | 99 | 100
CCCCNC(=O)COC(=O)c1ccc(NC(C)=O)cc1 | 99 | 8 | 100 | -3 | 8 | 99 | 20 | 0.7 | 97 | 97 | 98
COc1ccc(N2CC(C(=O)N/N=C/c3ccccc3)CC2=O)cc1 (stereo unspecified) | 103 | 5 | 100 | 26 | 8 | 96 | 10 | 0.6 | 98 | 94 | 98
O=C(COc1nc2ccccc2nc1N1CCOCC1)NCC(F)(F)F | 102 | -15 | 103 | 19 | 6 | 101 | 3 | 0.1 | 102 | 102 | 103
Cc1oc(-c2ccccc2F)nc1CN1CCC(C(=O)NCc2cccs2)CC1 | 103 | 17 | 105 | 3 | 2 | 99 | 9 | 0.1 | 101 | 100 | 103
CC(C)C(C)(C#N)NC(=O)CSc1nncn1-c1ccccc1 (stereo unspecified) | 101 | 3 | 104 | -2 | 16 | 106 | 10 | 1.6 | 102 | 107 | 106
O=S1(=O)CC(O)C(N2CCC(c3ccccc3)CC2)C1 (stereo unspecified) | ? | 0 | ? | . | 0 | ? | 11 | 0.4 | ? | ? | ?
CCOc1ccccc1N/C=C(\C#N)c1nc2ccccc2n1C | 99 | 25 | 106 | -14 | 6 | 100 | 7 | 1.0 | 102 | 101 | 101
O=C(COC(=O)c1ccc(S(=O)(=O)NCc2ccco2)cc1)Nc1ccccc1OC(F)F | 98 | -10 | 107 | 11 | 35 | 99 | 11 | 1.8 | 100 | 100 | 102
O=C(Nc1ccon1)c1cc2ccccc2oc1=O | 98 | 10 | 100 | -2 | 1 | 96 | 7 | 0.1 | 96 | 98 | 98
CC(=O)N(C)c1ccc(NS(=O)(=O)Cc2ccccc2)cc1 | 104 | 8 | 104 | 14 | 0 | 101 | 16 | 0.2 | 102 | 102 | 102
Cc1c(O)c2c3c(cccc3c1O)C(=O)N(c1ccccc1)C2=O | 95 | -9 | 102 | . | -9 | 99 | 2 | -0.9 | 94 | 95 | 99
CCOC(=O)c1cnc2ccc(OCC)cc2c1NCCN1CCOCC1 | 103 | 12 | 104 | -12 | 38 | 101 | 9 | 4.1 | 102 | 103 | 98
Cc1nc(-c2ccccc2O)n(-c2ccccc2)n1 | 102 | 12 | 101 | . | 0 | 99 | 5 | 0.0 | 99 | 101 | 102
CCc1nnc(NC(=O)CSc2nnc(Cc3cccn3C)n2C)s1 | 94 | 7 | 95 | . | 1 | 93 | 7 | 0.5 | 97 | 95 | 98
COc1cc(CNC2CCCC2)cc(OC)c1OC | 97 | 9 | 95 | -24 | 1 | 96 | 4 | 0.4 | 97 | 97 | 95
O=C1c2ccccc2C(Nc2ccc(S(=O)(=O)N3CCOCC3)cc2)N1c1ccccn1 (stereo unspecified) | 97 | 30 | 99 | . | 0 | 97 | 2 | 0.7 | 97 | 97 | 95
CCOC(=O)Cn1cnc(-c2ccc([N+](=O)[O-])cc2)c1 | 103 | 3 | 104 | . | 17 | 103 | 12 | 0.8 | 102 | 101 | 100
NCCCC[C@H](N)c1nnc([C@H](CC(=O)O)NC(=O)C2CCNCC2)o1 | 99 | 11 | 95 | 6 | 0 | 96 | 6 | -0.2 | 94 | 97 | 95

Bioassay records as filed in PubChem.
